From PubChem BioAssay
HSF1 activator: HSF-1 activators, primary screen, NIH3T3-HGL cells, MG132 stress, luminescence, single point; NIH3T3-HGL HSF-1 luciferase reporter, 8 h; 100% = twice DMSO control signal; activation, % at 9 µM; 1.7% of 300,000 active;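 active means mean replicate activation of at least 50% with a set share of replicates each reaching 50%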;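 further: 0% = median of the neutral control wells and 100% = twice that signal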
HSP90 refold inh: HSP90 inhibitors, primary screen, cell lysate, luminescence; inhibition, % at 5.6 µM; AID 1789, 2009; Rabbit reticulocyte lysate, luciferase refolding luminescence, 3 h; 0.91% of 290,000 active; Heat shock protein HSP 90 (rabbit reticulocyte lysate; luciferase refolding);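 active means inhibition above the screen-wide mean plus 3 SD, computed separately per campaign, cut at about 16% in these data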;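 further: 0% = DMSO wells and 100% = 60 µM geldanamycin wells; inhibitors lower the luminescence because luciferase stays unfolded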
KLF5 inhibitor: KLF5 expression inhibitors, primary screen, DLD-1 cells, luminescence | DLD-1 KLF5 promoter-luciferase reporter | inhibition, % at 5 µM | 0.23% of 290,000 active | AID 1700, 2009;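 active means inhibition above a per-plate limit of that plate's mean compound inhibition plus 3 SD, cut at about 60% in these data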;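 further: 0% = DMSO wells and 100% = LY294002 at 200 µM; higher means less KLF5 promoter-driven luciferase light; inactives centre near -14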
HSF1 inh: HSF1 inhibitors in luciferase reporter cells, primary screen, cell-based, NIH3T3, luminescence | 0.77% of 300,000 active | NIH3T3-HGL HSE-luciferase, MG132-induced, luminescence 8 h; stronger effect = lower value | activity change, negative = inhibition, % at 7.5 µM (by protocol);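 active means more than half of replicate wells show activity change below -50%, luminescence cut by over half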;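 further: luciferase reports HSF-1 transcriptional activity via heat shock element; 0% = median of DMSO wells and -100% = zero luminescence signal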
HIF activator: HIF pathway transcriptional activators, primary screen, cell-based, U2OS HRE-luciferase, luminescence; U2OS HRE-luciferase reporter; normalized: DMSO 0%, desferrioxamine 100%; activation, % at 7.5 µM (by protocol); 0.32% of 300,000 active; AID 1910, 2009;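 active means mean activation of at least 10% of the iron chelator positive control signal, with at least half of replicates also reaching 10%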
SKKanGAS inh: S. pyogenes SKKanGAS growth inhibitors in kanamycin, primary screen, streptokinase expression inhibitor project, SKKanGAS strain, BacTiter-Glo luminescence; inhibition, % at 7.5 µM; 1.3% of 300,000 active; 6 h;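 active means mean replicate score, as percent of positive control median, at least 50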;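 further: strain carries kanamycin resistance gene driven by streptokinase promoter and grows in 40 µg/ml kanamycin; loss of luminescence reflects streptokinase promoter inhibition or plain growth inhibition; 0% = median of DMSO wells and 100% = positive control at its reference dose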
aSyn UTR inh: MLPCN primary screen, SNCA 5' untranslated region; 0.82% of 300,000 active; alpha-synuclein 5'UTR reporter, inhibitor activity; AID 1813, 2009; inhibition, % (tested at 7.5 µM); in the data active means inhibition above about 60%;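 further: H4 neuroglioblastoma cells stably carrying SNCA 5'UTR luciferase fusion; 0% = DMSO wells and 100% = positive control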
IEC-6 cytotox: cytotoxicity in IEC-6 intestinal epithelial cells, primary screen, cytotoxicity control for KLF5 inhibitor project, cell-based, luminescence. inhibition, % at 5 µM. AID 1825, 2009. 0.78% of 290,000 active. IEC-6 cytotoxicity, luminescence viability; in the data active means inhibition above about 22%;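 further: 0% = plate median of test compound wells and 100% = cytotoxic reference compound wells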
Platelet DG rel: inhibitors of platelet dense granule secretion, primary screen, cell-based, MLPCN, human platelets; 0.22% of 300,000 active; human platelet-rich plasma, SFLLRN dense granule ATP release, luminescence; inhibition, %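 (compounds screened at 7.5 µM in platelet-rich plasma)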;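 active means mean replicate score, as percent of positive control, at or above 50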
AI-2 QS modul: Vibrio harveyi AI-2 quorum sensing modulators, primary screen, JMH597 strain, luminescence/OD600 ratio | Vibrio harveyi JMH597 AI-2 luminescence/OD600 ratio, 9 h; stronger effect = lower value; strain lacks LuxN and CqsS sensors; 0 = neutral-control median | activity change, % at 7.5 µM | AID 2094, 2009 | 0.4% of 300,000 active; in the data active means activity change below about -75%, passing the limit was not always enough;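 further: luminescence divided by OD600 gain over 9 h not by final OD600 alone; inactives centre near 13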
The depositor's hits bear a star; . = no result given; & = joins results of further samples.

Results follow in this order: HSF1 activator | HSP90 refold inh | KLF5 inhibitor | HSF1 inh | HIF activator | SKKanGAS inh | aSyn UTR inh | IEC-6 cytotox | Platelet DG rel | AI-2 QS modul
O=c1c2cc([N+](=O)[O-])ccc2nc2n1CCCC2
 : 10 | 0 | -28 | -6 | -43 | 4 | 4 | -2 | -7 | 46
CCN(CC)CCn1c2c(c(SCC(=O)Nc3cc(C)cc(C)c3)nc1=O)CCC2
 : -3 | . | . | 0 | 0.0 | -10 | -5 | . | 28 | 10
CCn1nc(C)c(CNC(=O)c2cc(COc3ccc(C)nc3)on2)c1C
 : 0 | -6 | -12 | -3 | -0.8 | -6 | 4 | -4 | 12 | 16
CCCCC1CCC(C(=O)N(C)CC(=O)Nc2cccc(F)c2)CC1 (stereo unspecified)
 : 5 | -3 | -8 | -3 | -0.2 | 3 | 24 | 0 | -46 | 25
COCCN(C(=O)COC(=O)/C=C/c1ccc2ccccc2n1)c1c(N)n(Cc2ccccc2)c(=O)[nH]c1=O
 : -8 | 8 | -24 | -11 | -0.4 | -7 | -26 | -3 | -7 | 8
CCc1nn(CCCN2CCN(c3cccc(Cl)c3)CC2)c(=O)n1CCOc1ccccc1
 : 24&3 | -1&0 | -14&-42 | 2&7 | -0.4&-0.4 | -3&-3 | -1&17 | -3&-2 | 0&0 | 18&12
CC1Cc2ccccc2N1S(=O)(=O)c1cccc2nsnc12 (stereo unspecified)
 : . | -2 | 1 | . | -0.1 | -8 | 42 | -6 | 3 | 12
O=C(CCCC1=NS(=O)(=O)c2ccccc2N1)OCc1ccc(Cl)cc1
 : 5 | -5 | 6 | 7 | 0.4 | -3 | 11 | -15 | -4 | -10
COc1ccc(-c2cc(C)no2)cc1S(=O)(=O)N1CCCCC1
 : -9 | -4 | -32 | 5 | -0.8 | 0 | 20 | -3 | 0 | -4
CCOC(=O)C1CCN(C(=O)c2cc(C)n(C(C)(C)C)n2)CC1
 : 7 | 3 | -13 | 5 | 0.1 | -5 | -2 | -5 | 0 | 11

Single entries from above:
CCc1nn(CCCN2CCN(c3cccc(Cl)c3)CC2)c(=O)n1CCOc1ccccc1 | Platelet DG rel = 0&0
O=c1c2cc([N+](=O)[O-])ccc2nc2n1CCCC2 | HSP90 refold inh = 0

Next section.
Results follow in this order: HSF1 activator | HSP90 refold inh | KLF5 inhibitor | HSF1 inh | HIF activator | SKKanGAS inh | aSyn UTR inh | IEC-6 cytotox | Platelet DG rel | AI-2 QS modul
Cc1cc(NC(=O)c2ccccc2-c2ccccc2)ccc1Br
 : 19 | 10 | -9 | 7 | -0.5 | 2 | 16 | 7 | 5 | 14
CC(C)N1CCC(N2CCN(C/C=C/c3ccc(F)cc3)CC2CCO)CC1 (stereo unspecified)
 : 2 | 1 | -21 | -2 | -0.1 | -16 | -26 | 0 | -8 | 10
CCSc1nnc(NC(=O)CSc2nnc(-c3c[nH]c4ccccc34)n2C)s1
 : 4 | -1 | 8 | 2 | 0.1 | 20 | -13 | -4 | -11 | -8
CCOC(=O)c1ccc2c(c1)nc(SCC(=O)N1CCCCC1)n2CC
 : -47 | 2 | -16 | -39 | -0.2 | -6 | 25 | 2 | -1 | 6
CCC(=O)N1CCN(c2ccc(Cl)cc2NC(=O)c2ccc([N+](=O)[O-])o2)CC1
 : 7 | 7 | -25 | 16 | -0.1 | 13 | -58 | 34* | 1 | 3
CCn1c(=O)c(C(=O)CN2CCN(Cc3ccc4c(c3)OCO4)CC2)c(N)n(Cc2ccccc2)c1=O
 : -1 | -3 | 4 | -4 | -0.4 | 2 | 20 | 1 | 6 | 35
Cc1cc2cc(CN(CCCO)S(=O)(=O)c3cccc4nsnc34)c(=O)[nH]c2cc1C
 : -7 | 2 | 18 | -3 | -0.2 | -1 | 7 | -14 | -2 | 17
O=c1cc(N2CCN(Cc3ccccc3)CC2)[nH]c(=O)n1Cc1ccc(F)cc1
 : 16 | 1 | 12 | -4 | -0.3 | 4 | 13 | 0 | 1 | 10
CC(=O)OCCN1C(=O)c2cccc3cc([N+](=O)[O-])cc(c23)C1=O
 : 7 | . | . | -8 | -0.6 | -11 | -14 | . | -4 | 37
COc1ccc(S(=O)(=O)N(C(=O)c2ccncc2)c2ccc3oc4c(c3c2)CCCC4)cc1
 : 14 | 0 | -13 | 0 | -0.1 | -3 | -2 | 4 | -18 | 30
CC(C)N(CCCNC(=O)C1CCC(CNS(=O)(=O)c2ccccc2)CC1)Cc1ccccc1 (stereo unspecified)
 : 12 | -1 | -56 | 5 | -0.1 | -12 | -11 | -2 | 6 | 38
BrC(=C\c1ccccc1)/C=N/Nc1ccc2nncn2n1
 : 38 | 1 | 0 | 10 | 0.4 | 1 | -14 | 11 | 9 | 13
Cc1cc(C(=O)CSc2nc(N)cc(N)n2)c(C)n1-c1cccc(C(F)(F)F)c1
 : 10 | 1 | -13 | 4 | -0.2 | 10 | -8 | -6 | -5 | 17
CC(=O)c1ccc(OCc2cc(C(=O)N3CCOCC3)no2)cc1
 : 37 | -1 | -75 | 19 | 2.8 | -1 | -154 | 2 | 15 | .
Cc1nn(-c2ccccc2)c2sc(C(=O)NC3CCCCC3)cc12
 : 8 | 0 | 10 | 0 | -18 | 11 | -2 | 1 | 16 | 2
O=C1CCCc2c1[nH]c1ccc(Br)cc21
 : -2 | 0 | 7 | -8 | -0.3 | -5 | 89* | 2 | 16 | 2
O=C(Cc1ccccc1)NCCn1ccc2ccccc21
 : 19 | -4 | -14 | 4 | 0.3 | 2 | -12 | 0 | 0 | 12
O=C(CNc1ccc2ccccc2c1)NNC1=NCCC1
 : 1 | 9 | -11 | -4 | -0.4 | -10 | -19 | 4 | 12 | 13
CN(Cc1ccc(OC(F)F)cc1)C(=O)c1ccc2nccnc2c1
 : 9 | -1 | -20 | -7 | 1.1 | 2 | -26 | -4 | 2 | 22
COCCN(C(=O)CCC(=O)Nc1nccs1)C(C(=O)NC(C)(C)C)c1ccc(Cl)cc1 (stereo unspecified)
 : 3 | -1 | 4 | -1 | 0.2 | 1 | -19 | 4 | -5 | 15
O=C(CN1C(=O)NC2(CCCCC2)C1=O)N1CCN(S(=O)(=O)c2ccc(F)cc2)CC1
 : 8 | . | . | -5 | 1.6 | -1 | 1 | . | . | 25
COc1ccc2[nH]c3c(c2c1)CCN1C(=O)N([C@@H](C)C(=O)NCc2ccc(C)cc2)C(=O)[C@]31C
 : 9 | -1 | 17 | 6 | -0.2 | 8 | 19 | 1 | 1 | 20
COc1ccc(-c2oc3cccnc3c2-c2ccc(OC)nc2)cc1
 : -34 | 4 | -40 | -20 | 3.1 | 15 | 20 | 0 | 6 | 10
COc1ccc(CNn2c(C)nc3ccccc3c2=O)cc1
 : 14 | 4 | 2 | 8 | 0.6 | 0 | -61 | 5 | 1 | 6
CNc1nc(C)c(C(C)=O)cc1C#N
 : 0 | -4 | -24 | -8 | 0.2 | -4 | 8 | -6 | -5 | 6
CC(=O)c1cc2ccc(O)cc2oc1=O
 : -13 | 4 | -31 | 3 | -0.5 | 9 | -6 | 0 | 1 | 16
O=C(COC(=O)CCCN1C(=O)c2cccc3cccc(c23)C1=O)Nc1ccc(Cl)cc1
 : . | 4 | 2 | . | 0.1 | 6 | 13 | 2 | 2 | 7
O=C(CCNS(=O)(=O)c1ccccc1)N1CCCCCCC1
 : -4 | . | . | 0 | 0.7 | 3 | -26 | . | 29 | 15
CCNc1nc(NCC)n2c(SCC(=O)N(CC)C3CCCCC3)nnc2n1
 : -29 | 9 | 6 | -20 | 0.2 | 8 | 37 | 4 | -10 | 10
CN(CC1COc2ccccc2O1)C(=S)NC1CCCCC1 (stereo unspecified)
 : 26 | -2 | -32 | 11 | 0.3 | 11 | -30 | -7 | 0 | 16
Cn1cc(Cl)c(C(=O)Nc2cccc(Cl)c2Cl)n1
 : 1 | 9 | -2 | 7 | 0.4 | 9 | -155 | 1 | 4 | 25
CCCCC1=CC2=CC(=O)C(C)(OC(=O)CC)C(=O)C2=CN1Cc1ccccc1 (stereo unspecified)
 : -5 | . | . | 2 | 0.0 | 5 | -28 | . | -1 | 10
O=[N+]([O-])c1ccccc1OCCOc1ccccc1[N+](=O)[O-]
 : 17 | -2 | -39 | 25 | 2.8 | 3 | -138 | -5 | 4 | 9
COc1cc(C2NC(=O)NC(C)=C2C(=O)OCC2CCCO2)ccc1O (stereo unspecified)
 : -90 | 2 | -9 | -87* | -0.4 | -3 | 9 | -2 | 6 | 25
O=C1OC(c2cccc([N+](=O)[O-])c2)C2(CCCC2)C(=O)C12CCCCC2 (stereo unspecified)
 : 2 | 2 | -9 | 4 | -1.0 | 0 | -7 | 2 | -9 | 17
Clc1cccc(-c2noc3ncnc(Nc4ccc5c(c4)OCO5)c23)c1
 : -10 | 0 | -24 | -5 | -0.8 | 5 | -2 | 7 | -3 | -7
CCc1cc(=S)n2c([nH]c3ccccc32)c1C#N
 : -7 | -1 | 20 | -3 | 3.1 | 35 | 17 | 3 | 6 | 19

Entries shown so far with a Cl atom:
Results follow in this order: HSF1 activator | HSP90 refold inh | KLF5 inhibitor | HSF1 inh | HIF activator | SKKanGAS inh | aSyn UTR inh | IEC-6 cytotox | Platelet DG rel | AI-2 QS modul
CCc1nn(CCCN2CCN(c3cccc(Cl)c3)CC2)c(=O)n1CCOc1ccccc1
 : 24&3 | -1&0 | -14&-42 | 2&7 | -0.4&-0.4 | -3&-3 | -1&17 | -3&-2 | 0&0 | 18&12
O=C(CCCC1=NS(=O)(=O)c2ccccc2N1)OCc1ccc(Cl)cc1
 : 5 | -5 | 6 | 7 | 0.4 | -3 | 11 | -15 | -4 | -10
CCC(=O)N1CCN(c2ccc(Cl)cc2NC(=O)c2ccc([N+](=O)[O-])o2)CC1
 : 7 | 7 | -25 | 16 | -0.1 | 13 | -58 | 34* | 1 | 3
COCCN(C(=O)CCC(=O)Nc1nccs1)C(C(=O)NC(C)(C)C)c1ccc(Cl)cc1 (stereo unspecified)
 : 3 | -1 | 4 | -1 | 0.2 | 1 | -19 | 4 | -5 | 15
O=C(COC(=O)CCCN1C(=O)c2cccc3cccc(c23)C1=O)Nc1ccc(Cl)cc1
 : . | 4 | 2 | . | 0.1 | 6 | 13 | 2 | 2 | 7
Cn1cc(Cl)c(C(=O)Nc2cccc(Cl)c2Cl)n1
 : 1 | 9 | -2 | 7 | 0.4 | 9 | -155 | 1 | 4 | 25
Clc1cccc(-c2noc3ncnc(Nc4ccc5c(c4)OCO5)c23)c1
 : -10 | 0 | -24 | -5 | -0.8 | 5 | -2 | 7 | -3 | -7
